Assay outcomes as filed in PubChem.
TRb SRC2 PPI = inhibitors of human thyroid hormone receptor beta-SRC2 interaction; Potency, µM (series often up to 106 µM), inactives show at the top dose activity change, negative = inhibition, most hits filed as inhibitors; P10828; TRbeta-SRC2 peptide binding, fluorescence polarization; receptor liganded with 1 µM T3; actives 0.065% (n = 280,000); AID 1469;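 also: potency is read from the fitted curve at half-maximal effect; plate controls were bound peptide for no effect and peptide without receptor for full effect; nearly all actives have a fitted effect of over 50% in size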
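Compounds were added to 0.6 uM TRb ligand-binding domain and 20 nM Texas Red-labeled SRC2 peptide in Tris buffer containing 1 uM T3, incubated 5 hr at ambient temperature, then read by fluorescence polarization.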
NPSR antagonist = blocks cAMP signaling of the human neuropeptide S receptor; Q6W5P4; CHO-NPSR cells, cAMP TR-FRET, antagonist mode; actives 1% (n = 220,000); Potency, µM (highest dose often 38.3 µM), without a hit: at the top dose activity change, negative = inhibition, actives largely listed as inhibitors; also: potency is read from the fitted curve at half-maximal effect; % is scaled to controls: 0 for no effect and ±100 for the full control effect; nearly all actives have a fitted effect of over 50% in size; many of its hits are not listed in these tables
Target sequence (Q6W5P4 whole entry, looked up): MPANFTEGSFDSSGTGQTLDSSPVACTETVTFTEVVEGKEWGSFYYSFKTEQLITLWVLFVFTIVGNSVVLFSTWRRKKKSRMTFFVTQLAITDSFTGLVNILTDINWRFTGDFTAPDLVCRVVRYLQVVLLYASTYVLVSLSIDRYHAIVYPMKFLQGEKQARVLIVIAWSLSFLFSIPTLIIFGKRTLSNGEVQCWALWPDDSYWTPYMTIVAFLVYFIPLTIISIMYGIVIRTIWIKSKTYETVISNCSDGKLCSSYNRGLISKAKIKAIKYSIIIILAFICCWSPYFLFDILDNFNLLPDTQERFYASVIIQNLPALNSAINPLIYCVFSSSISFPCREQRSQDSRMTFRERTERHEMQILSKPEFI
Tau fluor counter = counter-screen for tau fibril formation inhibitors; tau K18 P301L Alexa594 fluorescence, heparin fibrillization; Potency, µM (series often up to 57.7 µM), for inactives: at the highest dose activity change, negative = decrease; actives 0.93% (n = 280,000); AID 1463; also: potency is read from the fitted curve at half-maximal effect; % is scaled to controls: 0 for no effect and ±100 for the full control effect; nearly all actives have a fitted effect of over 55% in size
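Human tau K18 P301L (15 uM unlabeled, 0.24 uM Alexa 594-labeled) in 100 mM sodium acetate pH 7 with 20 uM heparin, 6 hr at 37 C. ThT 30 uM added, 1 hr ambient; Alexa 594 FP and total fluorescence read at 555/632 nm.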
TexasRed fluor = alters Texas Red total fluorescence, flagging assay interference | actives 0.29% (n = 280,000) | TRb/SRC2 Texas Red total fluorescence interference | Potency, µM (titrated, usually from 106 µM), inactives show at the highest dose fluorescence change, negative = quenching | AID 1479; active = well fitted curve in either direction with a large enough effect; inconclusive = small, poorly fitted or top-dose-only effect; also: potency is read from the fitted curve at half-maximal effect; % is scaled to controls: 0 for no effect and ±100 for the full control effect
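Human TRβ ligand-binding domain (0.6 uM) and Texas Red SRC2 peptide (20 nM) in Tris buffer with 1 uM T3 and 5% DMSO were incubated with pinned compound for 5 hr at ambient temperature. Total fluorescence was computed as S + 2P (555/632 nm).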
Epigenetic derep = derepresses silenced GFP reporter in murine cells | murine LDR cells, GFP reporter derepression, 30 h | Potency, µM (highest dose often 53.9 µM), for inactives: at the highest dose GFP activation, actives largely listed as activators | actives 0.2% (n = 280,000); also: potency is read from the fitted curve at half-maximal effect; % of control where 0% means no effect; nearly all actives have a fitted effect of over 60% in size
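Murine LDR cells bearing a silenced CMV-driven GFP reporter were exposed to compound for 30 h at 37 C. After PBS washes, GFP-positive cells (20-120 um objects) counted by laser-scanning microplate cytometry.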
aGal spleen mod = inhibitors or activators of human alpha-galactosidase in spleen homogenate; human spleen homogenate, 4MU-alpha-Gal fluorescence, 40 min; Potency, µM (doses to about 80 µM), for the others: top-dose activity change, negative = inhibition, most hits filed as inhibitors; actives 0.008% (n = 240,000); AID 2107;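 also: potency is read from the fitted curve at half-maximal effect; 0% = enzyme with vehicle and -100% = no enzyme basal signal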
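Human spleen homogenate (1 ug) as enzyme source, 4-methylumbelliferyl-alpha-D-galactopyranoside 1 mM final, citrate/phosphate pH 5.0 with 0.01% Tween-20. Compounds 40 min at 37C, NaOH/glycine stop; fluorescence Ex 365/Em 440, Hill-fit AC50.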
Tau FP inhib = inhibitors of human tau fibril formation | actives 0.39% (n = 280,000) | Potency, µM (series often up to 57.7 µM), for the others: at the top dose activity, negative = inhibition, usual class: inhibitors | P10636 | K18 P301L tau heparin fibrillization, Alexa594 FP, 6 h; also: potency is read from the fitted curve at half-maximal effect; % is scaled to controls: 0 for no effect and ±100 for the full control effect; nearly all actives have a fitted effect of over 55% in size
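Read-out: fluorescence polarization of Alexa 594-labeled tau (0.24 uM), 555 nm excitation, 632 nm emission. Mixtures held 15 uM unlabeled K18 P301L, compound and 20 uM heparin, pH 7 acetate buffer, incubated 6 hr at 37 C.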
CBFb RUNX1 block = inhibitors of human CBF-beta and RUNX1 interaction | AID 1477 | 230,000 tested, under 10 active | Q01196+Q13951 | AlphaScreen CBFb-His/RUNX1-biotin binding, biochemical | Potency, µM (series often up to 59.8 µM), without a hit: top-dose activity, negative = inhibition, actives largely listed as inhibitors; also: % of control where 0% means no effect
Target sequence (Q01196 whole entry, looked up): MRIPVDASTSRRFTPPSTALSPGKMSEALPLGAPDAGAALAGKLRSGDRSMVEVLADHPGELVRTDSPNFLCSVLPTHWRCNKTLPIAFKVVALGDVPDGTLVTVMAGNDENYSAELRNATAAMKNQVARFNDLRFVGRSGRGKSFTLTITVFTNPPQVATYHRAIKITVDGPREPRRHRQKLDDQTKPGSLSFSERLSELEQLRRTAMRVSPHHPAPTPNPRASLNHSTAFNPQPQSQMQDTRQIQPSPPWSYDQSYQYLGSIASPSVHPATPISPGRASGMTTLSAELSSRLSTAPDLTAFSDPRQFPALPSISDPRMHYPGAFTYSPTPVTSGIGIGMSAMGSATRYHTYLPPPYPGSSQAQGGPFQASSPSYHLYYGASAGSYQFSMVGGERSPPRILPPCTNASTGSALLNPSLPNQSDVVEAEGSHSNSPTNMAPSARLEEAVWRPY
Target sequence (Q13951 whole entry, looked up): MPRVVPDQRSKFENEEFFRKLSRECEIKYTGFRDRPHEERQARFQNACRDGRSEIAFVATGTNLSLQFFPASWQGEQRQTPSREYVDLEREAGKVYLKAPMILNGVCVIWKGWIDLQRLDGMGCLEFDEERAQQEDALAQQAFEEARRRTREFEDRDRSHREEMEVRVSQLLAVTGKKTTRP
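CBF-beta (His) and RUNX1 (biotin), 30 nM each; 20 min preassociation; + compound, 15 min; + beads 50 ng each (Ni, streptavidin), 90 min; RT; AlphaScreen read.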
Numbers without * were called inactive; ? = inconclusive; . = not tested or not shown; & = joins results of further samples; [ ] = remark or other dose. Unless noted, calls follow the shape of the dose curve; as a rule, active = well fitted curve in the direction sought with a large enough effect; inconclusive = small, poorly fitted or top-dose-only effect, or another doubt; inactive = no such curve, though single readings can be large; an effect the other way counts as inactive or inconclusive. The list is partial; count on the stated rates, not on these rows.

molecule,NPSR antagonist,TRb SRC2 PPI,aGal spleen mod,TexasRed fluor,Tau fluor counter,Tau FP inhib,CBFb RUNX1 block,Epigenetic derep
O=C(CN1C(=O)C2C3C=CC(C3)C2C1=O)Nc1ccc(S(=O)(=O)Nc2nccs2)cc1 (stereo not given),8.4%,-4.8%,-6.5%,1.6%,10.0%,-2.4%,0.6%,13.9%
CCn1c(=O)c(C(=O)NCCN2CCCCC2)c(O)c2ccccc21,11.8%[46.1 µM],4.1%,-6.9%,0.1%,0.6%,1.3%,1.1%,0.0%
C=CCCN(Cc1ccccc1)S(=O)(=O)c1ccccc1Br,-39.7%,3.1%&4.6%,-2.9%&6.9%,-1.5%&-2.6%,-20.4%,-3.4%,?,0.0%
Cc1nc([N+](=O)[O-])c(Br)n1CC(=O)c1ccc(Cl)cc1,?,-25.0%,-0.6%,-0.7%,?,-2.8%,-3.3%,-4.4%
CC1CCc2onc(C(=O)NCc3ccco3)c2C1 (stereo not given),19.9%,1.5%,-2.3%,-1.8%,-3.7%,6.0%,2.3%,-5.9%
CCOCCCn1c(SCc2nc3ccccc3s2)nc2ccccc2c1=O,-45.0%,4.3%,-11.0%,-0.4%,-1.7%,2.1%,-6.3%,1.0%
NC(=S)N/N=C/c1ccccc1[N+](=O)[O-],-9.5%,-0.4%,5.2%,-2.8%,1.2%,-3.3%,26.1%,-0.2%
CSc1ncccc1C(=O)OCC(=O)c1cccs1,9.6%,-3.8%,2.8%,-3.6%,1.5%,4.2%,9.5%,-0.4%
Fc1ccc(C2NC(=S)NC3=C2N2CCC3CC2)cc1 (stereo not given),9.4%[46.1 µM],9.2%,-1.6%,0.5%,-3.9%,-0.3%,-8.5%,-4.1%
O=C(CSc1ncn[nH]1)NCCCc1ccccc1,-3.7%[46.1 µM],-4.6%,1.2%,4.7%,-1.7%,5.0%,3.7%,-1.1%
CCOP(=O)(OCC)C(Nc1ccccn1)c1ccccc1 (stereo not given),17.4%,2.1%,-5.5%,-17.0%,3.8%,9.8%,6.3%,-1.1%
CN(C)c1ccc(/C=C2\SC(=S)N(Nc3ncc(C(F)(F)F)cc3Cl)C2=O)cc1,-13.0%[46.1 µM],-2.1%,-4.3%,7.2%,-13.8%,-14.1%,-15.2%,14.1µM*
Cc1ccc(NC(=O)CSc2nnc3scc(-c4ccccc4)n23)cc1,.,2.5%,.,-1.9%,-13.5%,-1.0%,.,-2.5%
Cc1cc(C)n2ncc(C(=O)O)c2n1,7.0%,2.2%,-3.0%,-1.4%,5.8%,-0.4%,2.5%,1.5%
CCSc1nnc(NC(=O)CSc2nc3c(c(=O)n2-c2ccccc2OC)SCC3)s1,-19.6%,6.5%,-16.6%,1.4%,-21.2%,-2.7%,-12.5%,-1.0%
O=c1[nH]c(CN2CCN(c3ccc(O)cc3)CC2)nc2scc(-c3ccc(Cl)cc3)c12,-7.7%,3.9%,1.1%,-0.6%,9.3%,3.9%,-4.8%,-3.5%
Cc1ccc(CNc2nc3c(S(=O)(=O)c4ccccc4)nnn3c3ccsc23)cc1,.,1.5%,.,0.3%,-6.6%,?,.,-2.6%
CCOc1ccc(C(C)=O)cc1CN1C(=O)C(=O)N(CC)C1=O,-3.5%,-2.9%,-10.4%,-0.6%,9.8%,9.1%,-4.9%,2.2%
COc1ccc(Cc2c3cc(OC)c(OC)cc3cc[n+]2C)cc1OC,10.3%,2.7%,4.7%,-0.1%,10.0%,1.4%,1.3%,2.3%
CCCc1ccc(OCc2ccc(C(=O)N/N=C/c3cccc([N+](=O)[O-])c3)o2)c(OC)c1,10µM*,-11.5%,10.4%,-1.1%,-11.4%,-7.2%,1.8%,0.0%
Nc1nnn(CC(=O)N/N=C/C=C/c2ccccc2)n1,2.5%,2.6%,0.3%,-0.5%,-6.4%,-0.5%,6.9%,-1.1%
COc1nc(Nc2ccc3c(c2)OCO3)nc(OC)n1,12.2%[46.1 µM],-1.2%,15.4%,0.9%,-7.7%,7.8%,1.8%,0.5%
Cc1cccc(C(=O)N2CCC(=O)N(C(COCc3ccccc3)Cc3ccccc3)CC2)c1 (stereo not given),-12.4%,-10.4%,0.6%,-0.9%,-1.8%,4.5%,2.2%[2.36 µM],-1.1%
CSC(=S)NCc1cccnc1,7.0%,9.2%,-2.0%,-0.2%,1.9%,1.0%,2.4%,?
Cc1ccc(C)c(N2CCN(C(=O)C3CCN(S(=O)(=O)c4c(C)noc4C)CC3)CC2)c1,-32.2%,4.1%,3.1%,-0.7%,-0.3%,11.5%,8.2%,0.1%

molecule,NPSR antagonist,TRb SRC2 PPI,aGal spleen mod,TexasRed fluor,Tau fluor counter,Tau FP inhib,CBFb RUNX1 block,Epigenetic derep
COc1cc(C(=O)N2CCN(C(=O)COc3ccc4ccccc4c3)CC2)cc(OC)c1OC,-11.5%[46.1 µM],-3.7%,-13.7%,6.3%,4.0%,12.2%,-0.1%,-0.2%
CCCCOc1ccc(CNC(=O)c2ccc(-c3nc(CN4CCc5ccccc54)c(C)o3)cc2)cc1,.,-0.7%,.,-14.3%,-3.1%,?,.,3.4%
CC(C)Cn1nnc2c(=O)oc3ccccc3c21,-7.0%[46.1 µM],1.0%,-15.7%,-5.9%,1.5%,-2.5%,1.5%,4.6%
CC1=CC(=O)C=C(C)C1=NOc1ccc([N+](=O)[O-])cc1,14.7%,9.5%,4.5%,-0.7%,?,-0.8%,1.9%,1.9%
COc1ccc(-c2cn(-c3ccc(SC(F)F)cc3)c3[n+]2CCC3)cc1OC,9.2%[46.1 µM],0.1%,8.0%,-4.1%,-2.3%,-6.5%,2.2%,1.1%
CCOC(=O)c1oc2c(CN3CCN(CCO)CC3)c(O)c(CC)cc2c(=O)c1-c1nc2ccccc2s1,30.5%,1.7%,2.9%,-5.9%,-26.6%,-14.5%,0.2%,1.5%
CC(C)(C)OC(=O)NCCCCCc1nnc(SCC(=O)Nc2cccc(Cl)c2)o1,-26.7%[46.1 µM],12.6%,-0.4%,-0.4%,-28.0%,1.3%,6.1%,0.2%
O=C(Nc1ccc(N2CCOCC2)c(Cl)c1)c1ccc([N+](=O)[O-])o1,-18.7%,-2.4%,2.8%,-1.0%,?,3.0%,1.4%,-4.2%
COC(=O)CC1COc2ccccc2N1C(=O)c1ccc(OC)cc1 (stereo not given),-13.6%[46.1 µM],8.1%,-5.1%,-0.3%,-5.7%,0.2%,3.5%,0.0%
COc1cccc(CNC(=O)CCl)c1,11.4%[46.1 µM],-7.9%,-8.0%,4.9%,1.5%,6.5%,2.1%,0.0%
COC(=O)c1nc2n(n1)C(c1cccc(Cl)c1)C1=C(CCCC1=O)N2 (stereo not given),-6.5%[46.1 µM],-1.2%,-3.5%,0.2%,-7.1%,-4.4%,-2.2%,-2.2%
O=S(=O)(Cc1noc(-c2ccc(OC(F)(F)F)cc2)n1)c1ccc(F)cc1,-3.5%,-4.2%,-14.9%,-1.8%,-9.6%,-4.6%,3.4%,-0.3%
CC1(C)Cc2nc3sc(C(=O)NCCCO)c(N)c3cc2CO1,-19.0%,-0.7%,-8.4%,-0.8%,-12.1%,3.3%,4.2%,-2.4%
COc1ccc2nc3oc(C(=O)N4CCC(C(N)=O)CC4)cc3cc2c1,-9.3%[46.1 µM],-2.3%,-15.6%,-2.9%,-10.1%,-1.3%,-3.1%,15.2%
CCC(=O)Nc1nnc(SCCN2CCOCC2)s1,13.8%,-4.0%,-5.3%,-1.1%,-0.5%,12.7%,4.0%,0.0%
CC(=O)OCC1OC(C#Cc2ccccc2Cl)C=CC1OC(C)=O (stereo not given),.,-4.8%[11.2 µM],-13.1%[17.5 µM],-1.8%[11.2 µM],-6.5%[11.6 µM],-7.2%[11.6 µM],2.8%[13.1 µM],1.1%[10.1 µM]
CCc1cc(OCCCSc2nc(C)cc(=O)[nH]2)ccc1Cl,14.6%[46.1 µM],12.1%,-2.5%,1.0%,-11.1%,4.1%,0.0%,-3.2%
COc1ccc(CNC(=O)c2ccc(CS(=O)(=O)c3ccc(OC)cc3)o2)cc1,.,-3.3%,.,-1.7%,-3.4%,7.7%,.,-1.1%
COC(=O)c1ccccc1NC(=O)CNc1cc(OC)c(OC)cc1C,16.6%,-2.1%,-0.7%,0.7%,-21.0%,-2.4%,-15.6%,1.1%
Cc1ccc(CN2CCN(CC(=O)NC(C)CCc3ccccc3)C2=O)cc1 (stereo not given),-20.9%[46.1 µM],6.3%,-0.6%,-2.9%,-5.8%,2.6%,0.9%,-1.7%
CCN(CC)C(=O)CSc1nnc(COc2ccc(OC)cc2)n1N,-6.8%,2.4%[53 µM],4.4%,-3.0%[53 µM],-3.4%,3.0%,1.5%,1.0%
C#CCCCO/N=C1/C[C@@H](O)[C@@H](O)[C@@H]2[C@H]3C(=O)N(c4ccc(F)cc4F)C(=O)[C@@H]3CC[C@@H]12,.,0.7%[11.2 µM],7.8%[17.5 µM],-2.8%[11.2 µM],-11.4%[11.6 µM],3.3%[11.6 µM],-10.5%[13.1 µM],1.1%[10.1 µM]
O=C(COC(=O)c1ccccc1C(=O)c1ccccc1)NCc1ccc(F)cc1,-22.0%,1.0%,-0.1%,-1.2%,-8.6%,2.8%,-11.3%,-2.2%
COc1cccc(NC(=O)c2oc3ccccc3c2NC(=O)c2cc3ccccc3o2)c1,.,-9.6%,.,-2.4%,?,?,.,14.8%
